TEAD-YAP block: TEAD-YAP interaction inhibition. HEK-TIYL cells, TEAD-Gal4/YAP UAS-luciferase luminescence. inhibition, % at 9.12 µM. actives 1.4% (n = 640,000). AID 1259422; in the data active means inhibition above about 32%;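 further: 0% = median of test compound wells and 100% = reference inhibitor wells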
MITF inh: blocks human microphthalmia-associated transcription factor; actives 0.91% (n = 650,000); AID 1259374; inhibition, % at 2.6 µM; O75030; AlphaScreen MITF homodimerization, bead proximity signal; in the data active means inhibition above about 50%;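 further: 0% = vehicle wells with protein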
GPR151 ag: activators of human GPR151; Q8TDV0; PathHunter beta-arrestin GPR151 cells, luminescence; activation, % at 11.2 µM; actives 1% (n = 650,000); AID 1508602; in the data active means activation above about 4.9%;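 further: 0% = median of compound wells and 100% = cells with positive control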
FBW7 act: activators of human E3 ligase FBW7 | actives 0.13% (n = 650,000) | AID 1259310 | normalized activity (activation), % at 26.1 µM | AlphaScreen FBW7–phospho-cyclin E peptide binding, activator screen; in the data active means normalized activity above about 1.9%;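 further: purified mutant Fbw7 with reduced substrate affinity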
Target sequence (Q969H0 whole entry, looked up): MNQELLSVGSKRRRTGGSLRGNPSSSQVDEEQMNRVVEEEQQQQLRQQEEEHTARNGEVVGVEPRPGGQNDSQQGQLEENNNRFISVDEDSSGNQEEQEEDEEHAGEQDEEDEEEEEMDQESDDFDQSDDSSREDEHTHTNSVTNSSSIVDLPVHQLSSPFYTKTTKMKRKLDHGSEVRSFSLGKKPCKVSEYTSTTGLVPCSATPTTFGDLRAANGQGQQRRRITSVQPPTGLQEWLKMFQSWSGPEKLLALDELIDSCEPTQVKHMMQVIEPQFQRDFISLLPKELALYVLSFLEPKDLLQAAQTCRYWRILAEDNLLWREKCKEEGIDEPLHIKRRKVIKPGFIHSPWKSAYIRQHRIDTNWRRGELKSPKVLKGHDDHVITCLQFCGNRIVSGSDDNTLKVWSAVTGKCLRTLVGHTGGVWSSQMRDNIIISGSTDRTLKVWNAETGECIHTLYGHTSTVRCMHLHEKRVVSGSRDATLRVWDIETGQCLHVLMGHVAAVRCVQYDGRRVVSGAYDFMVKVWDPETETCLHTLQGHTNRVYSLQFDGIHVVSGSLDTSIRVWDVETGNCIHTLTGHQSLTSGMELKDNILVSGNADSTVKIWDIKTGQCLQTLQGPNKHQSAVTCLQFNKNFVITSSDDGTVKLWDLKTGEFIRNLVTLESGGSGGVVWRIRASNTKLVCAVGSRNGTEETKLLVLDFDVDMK
Active calls of the source: *. Random draw from the library; any-hit rate near 3.4%.

SMILES	TEAD-YAP block	MITF inh	GPR151 ag	FBW7 act
CCOc1ccccc1C1C(C(=O)OC2CCCC2)=C(C)NC2=C1C(=O)CC(c1ccc(Cl)cc1)C2 (stereo unspecified)	0	-8	1.1	0.1
C=CCNC(=O)CCn1c(=O)oc2ccccc21	-4	21	-0.5	0.6
COc1cccc(NC(=O)CSc2nc3c(sc(=S)n3-c3ccc(C)cc3C)c(=O)n2-c2ccccc2)c1	3	-2	0.7	0.0
c1ccc(Oc2ccc(Nc3ncnc4nc[nH]c34)cc2)cc1	6	18	-0.2	0.0
O=C(Nc1cccnc1)Nc1ccccc1Cl	-16	10	-1.9	0.2
CC(=O)Nc1ccc(C(=O)OCC(=O)Nc2cc(Cl)cc(Cl)c2)cc1	-10	11	-0.5	0.0
CCCCSc1nnc2c(n1)OC(c1c(Cl)cccc1Cl)Nc1ccccc1-2 (stereo unspecified)	-5	7	-0.5	-0.1
CCc1ccccc1NC(=O)CN(c1ccccc1CC)S(C)(=O)=O	-2	-1	-0.2	0.7
COc1ccc2c(c1)C[C@H](C(=O)Nc1ccc(-c3cn[nH]c3)cc1OCCO)NC2	2	-7	-0.6	-0.1
CCOc1ccccc1NC(=O)CSC1=NN2CCCC(=O)N=C2S1	4	3	-0.1	-0.1
CCOC(=O)CNC(=O)C1c2ccccc2C(=O)N(c2ccc(OC)cc2)C1c1ccc(OC)cc1 (stereo unspecified)	4	0	0.7	-0.1
CCn1c2ccccc2c2cc(C3C(C#N)=C(N)Oc4n[nH]c(C)c43)ccc21 (stereo unspecified)	14	-9	-0.6	0.0
COc1ccc(OC)c(-n2cnc3cc(C(=O)O)ccc32)c1	0	-5	1.6	0.0
CCOC(=O)c1ccc(NC(=O)CSc2nnnn2-c2cccc(C(C)=O)c2)cc1	12	5	1.2	0.1
Cc1nccn1-c1cc(NCCNC(=O)C(C)(C)Oc2ccc(Cl)cc2)ncn1	-13	-4	0.1	-0.2
CCCNc1cc(CC)nc2c3c(C)cc(C)nc3nn12	-6	-18	-0.3	0.0
O=C(Cc1ccc(Br)cc1)Nc1cccc(F)c1	-6	2	-1.4	0.0
N#Cc1cccc(NC(=O)COC(=O)c2cc([N+](=O)[O-])ccc2N)c1	10	4	-2.5	0.0
O=c1[nH]c(=S)[nH]c(O)c1C=Nc1ccc(S(=O)(=O)Nc2ccccc2)cc1	12	15	1.7	-0.1
CN1CCCNC1c1ccc(-c2ccc(Br)cc2)o1 (stereo unspecified)	2	7	0.4	0.1
Cc1ccccc1Cc1c(C)nc2c(C(=O)NCc3ccco3)cnn2c1C	-4	-3	-1.1	0.1
COc1cccc(NC(=O)c2ccc3oc(=O)c(S(=O)(=O)c4ccc(C)cc4)cc3c2)c1	4	7	-1.0	0.1
CC(=O)Nc1ccc(NS(=O)(=O)c2ccc(Cl)c(C(=O)O)c2)cc1	1	28	-2.2	1.1
S=C(NCCc1ccccc1)N/N=C/c1ccsc1	0	14	0.3	0.4
CCCCC(=O)Nc1ccc(Cl)cc1F	-16	-10	2.5	0.0
SMILES	TEAD-YAP block	MITF inh	GPR151 ag	FBW7 act
COC(=O)c1c(C)nn(-c2ccc(C)cc2)c1N	-51	4	-1.9	-0.2
O=C(CN1C(=O)C2C3C=CC(C3)C2C1=O)NNS(=O)(=O)C1CCCCC1 (stereo unspecified)	6	12	0.4	0.1
CCOC(=O)C1=C(C)N=c2s/c(=C\c3cccc(OCc4ccc(Cl)cc4)c3)c(=O)n2C1c1ccccc1 (stereo unspecified)	-6	-11	0.4	-0.1
CCOC(=O)N1CCC(N2CCN(C/C=C/c3ccccc3)CC2)CC1	6	49	-0.9	0.1
O=C(CSc1nc2ccccc2c2nc(-c3ccccc3)nn12)c1ccc(O)c(O)c1	44*	24	1.5	-0.5
COc1cccc(NC(=O)c2nccnc2C(=O)O)c1	0	-1	-1.3	0.0
COc1ccc(O)c(C(=O)c2cnc3c(c2)c(C)nn3CCO)c1	-4	0	0.2	-0.2
Cc1cc2[nH]c(=O)c(=O)[nH]c2cc1S(N)(=O)=O	-1	-3	0.7	-0.2
Cc1n[nH]c(C)c1S(=O)(=O)NCc1ccccc1	-17	3	0.2	0.3
COC(CNC(=S)Nc1ccc(Cl)c(Cl)c1)OC	-22	-7	-1.3	-0.1
Cn1cc(CNC(=O)Nc2ccccc2)cn1	-4	2	-0.7	-0.1
O=C(O)c1cccc(-n2nnnc2SCc2ccccn2)c1	8	24	0.2	0.3
COc1ccccc1C1/C(=C(\O)c2ccc(C)cc2)C(=O)C(=O)N1c1nc2ccccc2s1 (stereo unspecified)	28	-2	0.4	-0.2
C=CCN1C(=O)CC(C(=O)OC)C12CCN(CCCc1ccccc1)CC2 (stereo unspecified)	4	-1	0.0	0.1
Cc1[nH]c2ccccc2c1C(=O)CN1CCN(Cc2ccc3c(c2)OCO3)CC1	2	18	-2.9	0.2
O=C(Cc1ccc(Cl)cc1Cl)NCC1(N2CCOCC2)CCCCC1	7	-4	0.6	-0.1
CCOC(=O)C1=C(C)N=c2s/c(=C\c3ccc(N(CC)CC)cc3O)c(=O)n2C1c1ccc(OCC)c(OCC)c1 (stereo unspecified)	-8	3	0.3	-0.1
CC(C)(C)c1ccc(C(=O)NCC2CCCN2S(=O)(=O)c2ccccc2)cc1 (stereo unspecified)	-1	2	0.5	-0.1
COc1ccc(-c2nc(CS(=O)CC(=O)NC(C)C)c(C)o2)cc1 (stereo unspecified)	-10	-13	-1.4	0.1
CCOC(=O)c1c(NC(=O)CNc2ccc(C)cc2)sc2c1CC(C)(C)OC2	-14	3	2.5	-0.1
CC(C)N1CCC2(CCC(CNC(=O)CCc3ccc4c(c3)OCO4)O2)CC1 (stereo unspecified)	0	18	0.9	0.3
Cc1ccc(N2C(=O)CC(Sc3ccccc3C(=O)N3CCOCC3)C2=O)cc1 (stereo unspecified)	-8	-7	3.4	-0.1
Cc1nc2ccccc2c2nn(CC(=O)N3C(C)CCCC3C)c(=O)n12 (stereo unspecified)	21	-1	1.9	-0.1
COC(=O)c1ccc(C(=O)OC)c(NC(=O)Oc2ccccc2)c1	-5	9	-2.7	0.1
COCCn1cnc2sc(C(=O)NCCC3=CCCCC3)c(C)c2c1=O	-88	10	-0.6	0.1

Record cards, as listed above.
Cc1cc2[nH]c(=O)c(=O)[nH]c2cc1S(N)(=O)=O in the list: TEAD-YAP block: -1; MITF inh: -3; GPR151 ag: 0.7; FBW7 act: -0.2
C=CCN1C(=O)CC(C(=O)OC)C12CCN(CCCc1ccccc1)CC2 (stereo unspecified) in the list: TEAD-YAP block: 4; MITF inh: -1; GPR151 ag: 0.0; FBW7 act: 0.1
COc1ccc(-c2nc(CS(=O)CC(=O)NC(C)C)c(C)o2)cc1 (stereo unspecified) in the list: TEAD-YAP block: -10; MITF inh: -13; GPR151 ag: -1.4; FBW7 act: 0.1

(list continues)
SMILES	TEAD-YAP block	MITF inh	GPR151 ag	FBW7 act
COC(=O)C1=C(C)N(CCc2ccc(OC)c(OC)c2)C(=O)/C1=C\c1cc2c(cc1Br)OCO2	5	-1	-1.0	-0.2
CCOc1ccccc1C1NC(=O)NC(C)=C1C(=O)OCc1ccc2c(c1)OCO2 (stereo unspecified)	7	19	-0.8	-0.1
Cc1cc(NCCO)nc(NC2CCC(O)CC2)n1 (stereo unspecified)	8	3	-2.4	0.2
COC(=O)c1ccc(NS(=O)(=O)c2c(C)[nH]c(=O)[nH]c2=O)cc1	11	7	-2.4	0.0
O=C(Cc1c(F)cccc1Cl)Nc1cc(C(=O)Nc2cccc(C(F)(F)F)c2)ccc1N1CC2CC(C1)c1cccc(=O)n1C2 (stereo unspecified)	2	-7	1.6	0.1
O=C(NNC(=O)c1n[nH]c(=O)c2ccccc12)c1cc([N+](=O)[O-])ccc1Cl	10	10	1.0	-0.2
Cc1ccc2nc(SCC(=O)Nc3ccc4ccccc4c3)[nH]c2c1	-1	9	-1.7	0.3
COC(=O)C1=CN(CC2CCCO2)C=C(C(=O)OC)C1c1ccsc1 (stereo unspecified)	-4	-17	-1.7	0.1
Cn1c(-c2ccc(Br)cc2)c[nH]c1=S	6	1	1.0	-0.2
O=C(Nc1ccc(F)cc1)c1ccc2c(=O)n(-c3ccccc3)c(=S)[nH]c2c1	-5	7	1.5	0.3
COc1ccc(CCNC2CC(=O)N(c3ccc(NC(C)=O)cc3)C2=O)cc1OC (stereo unspecified)	-5	-10	-1.4	-0.1
Cc1nn(CC(=O)NC2CCCCCC2)c(=O)c2cccn12	-28	-6	3.6	0.2
CC(=O)Oc1ccc2oc(-c3ccccc3)c(C(=O)O)c2c1	-4	10	1.5	-0.2
N#CC1=C(N)OC2=C(C(=O)CCC2)C1c1ccc(-c2ccccc2)cc1 (stereo unspecified)	8	-8	0.3	0.1
O=C1NC(=S)N(c2ccccc2)C(=O)/C1=C\c1ccoc1	3	71*	1.4	0.1
O=C(O)CCC(=O)NCc1ccc(F)cc1	-1	-1	0.7	0.0
CCOc1ccc(C(=O)/C=C/Nc2ccc(S(=O)(=O)Nc3cnc4ccccc4n3)cc2)cc1	-7	-11	0.7	-0.1
Cc1sc(N2CCOCC2)nc1-c1cc(Br)ccc1O	-30	16	0.8	-0.1
CC1Cc2ccccc2N1S(=O)(=O)c1ccc(Br)c(C(=O)O)c1 (stereo unspecified)	-6	3	-1.9	-0.1
CC(C)C1=NN2C(=N)/C(=C/c3ccc(OCc4ccccc4)cc3)C(=O)N=C2S1	-33	-6	-4.4	0.0
O=C(C1CC1)N1CCCC1c1nc(-c2ccc(F)cc2)n[nH]1 (stereo unspecified)	1	10	1.9	0.0
COc1ccc(-n2cc(-c3ccccc3)c3c(N4CCN(c5cccc(C)c5C)CC4)ncnc32)cc1	5	-8	-1.2	-0.2
COc1ccc(S(=O)(=O)n2c([N+](=O)[O-])cnc2C)c(C)c1C	10	5	1.1	0.1
COc1cc(C(C2=C(O)CC(C)(C)CC2=O)C2C(=O)CC(C)(C)CC2=O)cc(OC)c1OC (stereo unspecified)	-8	-4	1.9	-0.1
O=C(NN1C(=O)C2C3c4ccccc4C(c4ccccc43)C2C1=O)c1cccc(Br)c1 (stereo unspecified)	5	4	-0.5	0.1

Individual results from the entries so far:
In GPR151 ag, CC(C)C1=NN2C(=N)/C(=C/c3ccc(OCc4ccccc4)cc3)C(=O)N=C2S1 reads -4.4
In MITF inh, O=C(NN1C(=O)C2C3c4ccccc4C(c4ccccc43)C2C1=O)c1cccc(Br)c1 (stereo unspecified) reads 4
In MITF inh, CC1Cc2ccccc2N1S(=O)(=O)c1ccc(Br)c(C(=O)O)c1 (stereo unspecified) reads 3

More records.
SMILES	TEAD-YAP block	MITF inh	GPR151 ag	FBW7 act
O=c1oc2ccc(Br)cc2cc1-c1csc(-c2ccccc2)n1	5	-13	5.2*	-0.1
COc1ccc(Cc2nc(-c3ccc(Br)cc3)no2)cc1	-5	-9	2.4	0.0
O=C(COC(=O)CCCN1C(=O)c2ccccc2C1=O)Nc1cc([N+](=O)[O-])ccc1F	11	3	1.8	0.0
O=C(NCCN1Cc2ccccc2OC(c2ccccc2)C1)c1ccc2nc[nH]c2c1 (stereo unspecified)	6	21	1.2	0.6
O=C(CCN1C(=O)C2C3C=CC(C3)C2C1=O)NN1CCOCC1 (stereo unspecified)	-15	-9	-1.2	0.0
Cc1ccc(-c2nc(NC(=O)c3ccc(C#N)cc3)sc2-c2ccccc2)cc1	-1	-1	0.1	-0.1
COc1ccc(Cc2nnc(SCC(=O)Nc3nc(C)cs3)n2C)cc1	1	1	2.2	0.4
CC(C)n1cnc2c(NC3CC3)nc(NCc3ccc4c(c3)OCO4)nc21	-12	10	0.2	-0.2
Cc1ccc2cc3c(N)c(C(=O)OC(C)C)sc3nc2c1	-81	11	-0.7	0.6
COc1ccc2[nH]c3nc4cc(C)c(C)cc4nc3c2c1	43*	-3	0.3	-0.1
O=C1CC(C(=O)NC2CCCC2)Cc2nc(NC(=O)C3CCC3)sc21 (stereo unspecified)	1	-1	-1.3	-0.1
Cc1cc(C)cc(NC(=O)c2cc(S(=O)(=O)NCc3ccco3)ccc2F)c1	9	4	-2.1	0.7
CC1CC(C)CN(S(=O)(=O)c2ccc(Sc3ccc(Br)cc3)c(C(=O)NC3CC3)c2)C1 (stereo unspecified)	4	-6	0.4	-0.3
S=C(NCC(c1cccnc1)N1CCOCC1)NC1CCCCC1 (stereo unspecified)	0	8	-1.6	0.1
COc1ccccc1N1CCN(C2CCCN(C3CCN(C(C)C)CC3)C2)CC1 (stereo unspecified)	5	-5	-1.7	-0.1
Clc1cccc(N2CCN(c3ncnc4c3nc3n4CCCCC3)CC2)c1	41*	8	12*	-0.4
CC(C)CN(C1CCS(=O)(=O)C1)S(=O)(=O)c1ccc(Cl)cc1 (stereo unspecified)	0	4	1.1	0.0
CC(=O)C1=C(O)C(=O)N(c2ccc(O)c(C(=O)O)c2)C1c1ccc(Cl)cc1 (stereo unspecified)	1	2	0.9	-0.1
O=C(NCc1cccnc1)C(=O)N/N=C/c1ccc(Br)cc1	-11	23	2.6	1.1

An excerpt of these results, comma-delimited.
compound,TEAD-YAP block,MITF inh,GPR151 ag,FBW7 act
S=C(NCC(c1cccnc1)N1CCOCC1)NC1CCCCC1 (stereo unspecified),0,8,-1.6,0.1
COc1ccccc1N1CCN(C2CCCN(C3CCN(C(C)C)CC3)C2)CC1 (stereo unspecified),5,-5,-1.7,-0.1

High-throughput results deposited in PubChem BioAssay by The Scripps Research Institute Molecular Screening Center.
